Screening data: PubChem, National Center for Advancing Translational Sciences (NCATS)
ALOX12 inh – Primary qHTS assay for inhibitors of human arachidonate 12S-lipoxygenase (ALOX12): Round 2. actives 1.1% (n = 580,000). Potency, µM (doses to about 108 µM), for the others: top-dose activity change, negative = inhibition, usual class: inhibitors. purified 12hLO, xylenol orange hydroperoxide absorbance. AID 1671190, 2021. Polyunsaturated fatty acid lipoxygenase ALOX12 (Homo sapiens), P18054; note: % is set by controls: 0 for no effect and ±100 for the full control effect
Target sequence (P18054 whole entry, looked up): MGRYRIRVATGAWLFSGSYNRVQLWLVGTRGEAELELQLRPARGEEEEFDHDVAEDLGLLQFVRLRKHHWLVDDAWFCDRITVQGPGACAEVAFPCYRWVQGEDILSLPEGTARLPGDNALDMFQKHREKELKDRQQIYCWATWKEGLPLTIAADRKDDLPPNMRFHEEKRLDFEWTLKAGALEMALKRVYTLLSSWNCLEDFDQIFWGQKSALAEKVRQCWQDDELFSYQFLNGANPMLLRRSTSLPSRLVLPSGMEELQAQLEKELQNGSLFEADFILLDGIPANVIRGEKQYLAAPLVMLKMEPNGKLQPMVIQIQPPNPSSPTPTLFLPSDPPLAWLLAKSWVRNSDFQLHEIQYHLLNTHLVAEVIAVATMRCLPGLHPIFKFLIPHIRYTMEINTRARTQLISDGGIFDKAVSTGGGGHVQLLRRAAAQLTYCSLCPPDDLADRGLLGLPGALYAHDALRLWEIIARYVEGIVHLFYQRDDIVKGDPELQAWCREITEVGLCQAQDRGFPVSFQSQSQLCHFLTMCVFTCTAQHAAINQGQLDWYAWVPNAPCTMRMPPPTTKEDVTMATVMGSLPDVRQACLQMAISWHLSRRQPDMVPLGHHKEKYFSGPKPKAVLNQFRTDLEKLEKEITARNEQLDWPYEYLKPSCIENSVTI
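Purified human 12hLO (150 nM final) in 25 mM Hepes, 0.01% Triton X-100, pH 7.0 was preincubated 15 min at room temperature with compound. Then 40 uM arachidonic acid was added, 30 min. Hydroperoxide was read by Fe-XO absorbance ratio 573/405 nm.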
USP1-UAF1 inh – Inhibitors of USP1/UAF1: Primary Screen | Ubiquitin carboxyl-terminal hydrolase 1 (Homo sapiens), O94782 | recombinant USP1/UAF1, Ub-Rhodamine cleavage fluorescence | Potency, µM (series often up to 57.1 µM), for inactives: at the highest dose activity change, negative = inhibition, hits mostly inhibitors | actives 0.23% (n = 390,000) | AID 743255, 2014; note: % is set by controls: 0 for no effect and ±100 for the full control effect; nearly all actives have a fitted effect of over 60% in size; inactives centre near -12
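In this screen, compounds sit with the deubiquitinase complex (1nM) for 15 min at room temperature before Ub-Rho is added at 150nM final. Fluorescence rise is then followed for 6 reads every 60 seconds.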
Vif-APOBEC3G blk – qHTS for Inhibitors of Vif-A3G Interactions: qHTS; DNA dC->dU-editing enzyme APOBEC-3G (Homo sapiens), Q9HC16; HeLa A3G-eYFP + Vif (tagged APOBEC3G with the HIV-1 protein that degrades it), YFP fluorescence, overnight; Potency, µM (top dose mostly 46.1 µM), for the others: at the top dose activity, negative = active, most hits filed as inhibitors; actives 0.076% (n = 410,000);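 note: % is set by controls: 0 for no effect and ±100 for the full control effect; nearly all actives have a fitted effect of over 60% in size; hits raise eYFP signal because A3G escapes Vif-driven loss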
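HeLa cells stably expressing Vif and C-terminally eYFP-tagged A3G, seeded overnight at 37 deg C, then exposed to compound by pintool overnight at 37 deg C. Rise in yellow fluorescence (Ex 488/Em 500-530, Acumen) marks blocked Vif-driven A3G degradation.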
TrxR1 substrate – qHTS Assay for Substrates of Mammalian Selenoprotein Thioredoxin Reductase 1 (TrxR1): qHTS | Thioredoxin reductase 1, cytoplasmic (Rattus norvegicus), O89049 | purified TrxR1 substrate turnover, NADPH consumption readout | Potency, µM (highest dose often 114 µM), for the others: at the top dose activity change, negative = substrate turnover | actives 0.01% (n = 390,000) | AID 588456, 2011; note: % is set by controls: 0 for no effect and ±100 for the full control effect; nearly all actives have a fitted effect of over 50% in size
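Rat TrxR1, dispensed at 90 nM, was prereduced with 400 uM NADPH (final) for 5 min at ~22 deg C, then incubated with compound 15 min before 400 uM selenite. A first-read NADPH fluorescence drop versus no-compound background flagged substrates.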
Vif-APOBEC3F blk – qHTS for Inhibitors of Vif-A3F Interactions: qHTS; HeLa A3F-eYFP + Vif (tagged APOBEC3F with the HIV-1 protein that degrades it), YFP fluorescence increase; Potency, µM (series often up to 46.1 µM), for inactives: at the highest dose activity, negative = active; actives 0.2% (n = 390,000); note: % of control where 0% means no effect; nearly all actives have a fitted effect of over 65% in size
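HeLa cells stably expressing A3F-eYFP plus Vif, plated and incubated overnight at 37 deg C, then exposed to compounds overnight at 37 deg C. Blocked degradation read as raised yellow fluorescence (Ex 488/Em 500-530).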
IDH1 R132H inh – qHTS for Inhibitors of mutant isocitrate dehydrogenase 1 (IDH1): qHTS | Isocitrate dehydrogenase [NADP] cytoplasmic (Homo sapiens), O75874 | Potency, µM (doses to about 76.6 µM), inactives show at the highest dose activity change, negative = inhibition, most hits filed as inhibitors | AID 602179, 2012 | IDH1-R132H enzyme, NADPH consumption, diaphorase/resazurin fluorescence | actives 0.093% (n = 390,000); note: % is set by controls: 0 for no effect and ±100 for the full control effect; nearly all actives have a fitted effect of over 65% in size
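IDH1-R132H (0.5 ug/mL dispensed) in pH 7.5 Tris buffer was preincubated 30 min with compound, then given a substrate mix of 0.016 mM NADPH and 2 mM alpha-KG for 80 min at room temperature; remaining NADPH was read by diaphorase/resazurin fluorescence.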
RXFP1 agonist – qHTS Assay for Agonists of the Relaxin Receptor RXFP1. HEK293T-RXFP1 cAMP TR-FRET, 30 min; response scale: percent of porcine relaxin response, buffer zero. Potency, µM (top dose mostly 57.5 µM), for the others: top-dose activation, usual class: activators. actives 0.3% (n = 370,000). AID 2676, 2010; note: % is set by controls: 0 for no effect and ±100 for the full control effect; nearly all actives have a fitted effect of over 60% in size; many of its hits are not listed in these tables
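Agonist response is measured as cAMP accumulation in an RXFP1-transfected HEK293T line under PDE4 inhibition. Values are scaled between buffer-only and 29 nM porcine relaxin, and EC50s come from standard Hill equation fits.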
RGS4 inh – Inhibitors of Regulator of G Protein Signaling (RGS) 4: qHTS | Transcreener GDP fluorescence polarization, RGS4-accelerated GTP hydrolysis | AID 504845, 2011 | Regulator of G-protein signaling 4 (Homo sapiens), P49798 | actives 0.039% (n = 390,000) | Potency, µM (highest dose often 114 µM), inactives show at the top dose activity change, negative = inhibition, usual class: inhibitors; note: % is set by controls: 0 for no effect and ±100 for the full control effect; nearly all actives have a fitted effect of over 75% in size; some results filed as inactive show a strong effect at the top dose
Target sequence (P49798 whole entry, looked up): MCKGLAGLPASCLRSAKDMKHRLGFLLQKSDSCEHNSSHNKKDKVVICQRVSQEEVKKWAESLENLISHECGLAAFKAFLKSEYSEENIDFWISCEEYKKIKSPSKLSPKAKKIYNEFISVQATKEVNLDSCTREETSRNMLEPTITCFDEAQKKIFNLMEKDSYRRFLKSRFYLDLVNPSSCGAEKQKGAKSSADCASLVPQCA
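MLSMR compounds (23 nl, pin-transferred) preincubated 10 min at room temperature with a 500nM (2x) first reagent, then RGS4 at 900nM (2x) plus Transcreener GDP mix added; fluorescence polarization (620/688 nm) read before and after 90 min at 30 °C.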
rTrxR1 inhibitor – qHTS Assay for Inhibitors of Mammalian Selenoprotein Thioredoxin Reductase 1 (TrxR1): qHTS; recombinant rTrxR1, NADPH fluorescence consumption, selenite substrate; Potency, µM (highest dose often 114 µM), for the others: top-dose activity change, negative = inhibition, usual class: inhibitors; actives 1% (n = 390,000); AID 588453, 2011; note: % is set by controls: 0 for no effect and ±100 for the full control effect; nearly all actives have a fitted effect of over 65% in size
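Rat TrxR1 (90 nM in the dispensed reagent) was pre-reduced with 400 uM NADPH for 5 min at room temperature, then incubated with compound for 15 min. After 400 uM selenite was added, NADPH fluorescence (Ex 340/Em 450 nm) was followed for 8 min.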
An asterisk follows results filed as active; [ ] = dose if it differs, or a comment. Calls come from the whole dose curve; as a rule, active = well fitted curve in the direction sought with a large enough effect; inconclusive = small, poorly fitted or top-dose-only effect, or another doubt; inactive = no such curve, though single readings can be large; an effect the other way counts as inactive or inconclusive. Potency is the fitted concentration of half-maximal effect.

Sample of the layout, two compounds:
`CC(C)CNC(=S)NC1CC2CCCC(C1)N2Cc1cccs1` (stereo not given) gave ALOX12 inh 25%, USP1-UAF1 inh -6%, Vif-APOBEC3G blk 0%, TrxR1 substrate 4%, Vif-APOBEC3F blk -4%, IDH1 R132H inh -2%, RXFP1 agonist 0.3%, RGS4 inh 10% and rTrxR1 inhibitor 6%.
`COc1cc2nc(SCC(=O)Nc3ccccc3F)n3nc(-c4ccccc4)nc3c2cc1OC` gave ALOX12 inh -2%, USP1-UAF1 inh -8%, Vif-APOBEC3G blk -8%, TrxR1 substrate 8%, Vif-APOBEC3F blk -8%, IDH1 R132H inh 0%, RXFP1 agonist 8.7%, RGS4 inh 18% and rTrxR1 inhibitor 28%.

Main list, from the first entry:
`CC(C)CNC(=S)NC1CC2CCCC(C1)N2Cc1cccs1` (stereo not given) gave ALOX12 inh 25%, USP1-UAF1 inh -6%, Vif-APOBEC3G blk 0%, TrxR1 substrate 4%, Vif-APOBEC3F blk -4%, IDH1 R132H inh -2%, RXFP1 agonist 0.3%, RGS4 inh 10% and rTrxR1 inhibitor 6%.
`COc1cc2nc(SCC(=O)Nc3ccccc3F)n3nc(-c4ccccc4)nc3c2cc1OC` gave ALOX12 inh -2%, USP1-UAF1 inh -8%, Vif-APOBEC3G blk -8%, TrxR1 substrate 8%, Vif-APOBEC3F blk -8%, IDH1 R132H inh 0%, RXFP1 agonist 8.7%, RGS4 inh 18% and rTrxR1 inhibitor 28%.
`Cc1onc(-c2ccccc2Cl)c1C(=O)Nc1ccc(OCC(=O)N2CCOCC2)cc1` gave ALOX12 inh 2%, USP1-UAF1 inh -9%, Vif-APOBEC3G blk 2%, TrxR1 substrate 3%[57.1 µM], Vif-APOBEC3F blk -1%, IDH1 R132H inh 5%, RXFP1 agonist 0.9%, RGS4 inh 31% and rTrxR1 inhibitor -1%[57.1 µM].
Screening O=C(CN1C(=O)c2ccccc2C1=O)N1CCOCC1 returned ALOX12 inh 21%, USP1-UAF1 inh -9%, Vif-APOBEC3G blk 2%, TrxR1 substrate 10%[57.1 µM], Vif-APOBEC3F blk 0%, IDH1 R132H inh -1%, RXFP1 agonist 0.9%, RGS4 inh 0%[11.4 µM] and rTrxR1 inhibitor 20%[57.1 µM].
`Cc1cc(C)n(-c2nnc(C)n2N)n1` gave ALOX12 inh inconclusive, USP1-UAF1 inh 3%, Vif-APOBEC3G blk 3%, TrxR1 substrate 5%[57.1 µM], Vif-APOBEC3F blk -18%, IDH1 R132H inh 3%, RXFP1 agonist 2.1%, RGS4 inh 17% and rTrxR1 inhibitor 7%.
`O=C(c1ccccc1SCc1ccc(F)cc1)N1CCOCC1` gave ALOX12 inh -8%, USP1-UAF1 inh -8%, Vif-APOBEC3G blk -1%, TrxR1 substrate 2%, Vif-APOBEC3F blk 0%, IDH1 R132H inh 9%, RXFP1 agonist -0.7%, RGS4 inh 21% and rTrxR1 inhibitor 13%.
`CN(Cc1ccccc1)C(=O)c1cccc(NC(=O)Cc2ccc(NC(=O)C3CCN(C(=O)C4CCCC4)CC3)cc2)c1` gave ALOX12 inh 6%, USP1-UAF1 inh -10%, Vif-APOBEC3G blk 0%, TrxR1 substrate -5%, Vif-APOBEC3F blk 1%, IDH1 R132H inh 1%[38.3 µM], RGS4 inh 2% and rTrxR1 inhibitor 13%.
Screening OCC1OC(n2cnc3c(SCc4ccccc4)nc(NO)nc32)C(O)C1O (stereo not given) returned ALOX12 inh inconclusive, USP1-UAF1 inh -25%, Vif-APOBEC3G blk 0%, Vif-APOBEC3F blk -1% and IDH1 R132H inh -3%.
Screening O=C(Nc1ccccc1N1CCCCC1)c1cnccn1 returned ALOX12 inh -22%, USP1-UAF1 inh -11%, Vif-APOBEC3G blk -1%, TrxR1 substrate -24%, Vif-APOBEC3F blk -20%, IDH1 R132H inh -3%, RXFP1 agonist 3.4%, RGS4 inh 22% and rTrxR1 inhibitor inconclusive.
Cc1ccc(S(=O)(=O)N2CCOCC2)cc1C(=O)Nc1ccccc1N1CCCC1 was read as ALOX12 inh -12%, USP1-UAF1 inh -21%, Vif-APOBEC3G blk -2%, TrxR1 substrate 1%, Vif-APOBEC3F blk 3%, IDH1 R132H inh 2%, RXFP1 agonist 0.3%, RGS4 inh -13% and rTrxR1 inhibitor 19%.
For COc1ccc(NC(=O)c2cc3nc(-c4ccccc4)cc(-c4ccccc4)n3n2)c(OC)c1 the results were ALOX12 inh 0%, USP1-UAF1 inh -15%, Vif-APOBEC3G blk 1%, TrxR1 substrate -4%, Vif-APOBEC3F blk -4%, IDH1 R132H inh 0%, RXFP1 agonist -0.2%, RGS4 inh -11% and rTrxR1 inhibitor -15%.
`CC(=O)N1CCCc2cc(S(=O)(=O)Nc3ccc4c(c3)OCO4)ccc21` gave ALOX12 inh -1%, USP1-UAF1 inh -10%, Vif-APOBEC3G blk 1%, TrxR1 substrate 1%, Vif-APOBEC3F blk -1%, IDH1 R132H inh 0%, RXFP1 agonist -1.9%, RGS4 inh -12% and rTrxR1 inhibitor 8%.
Screening CSc1ccc(/C=N/n2c(C)nnc2C)cc1 returned ALOX12 inh 5%, USP1-UAF1 inh -15%, Vif-APOBEC3G blk 6%, TrxR1 substrate -4%, Vif-APOBEC3F blk -7%, IDH1 R132H inh -6%, RXFP1 agonist 0.7%, RGS4 inh 17% and rTrxR1 inhibitor -3%.
CCOC(=O)C1(CC2CCCCO2)CCN(C(=O)Nc2ccccc2)CC1 (stereo not given) was read as ALOX12 inh 14%, USP1-UAF1 inh -6%, Vif-APOBEC3G blk 0%, TrxR1 substrate -19%[57.1 µM], Vif-APOBEC3F blk -7%, IDH1 R132H inh 4%, RXFP1 agonist -3.1%, RGS4 inh -20% and rTrxR1 inhibitor 25%[57.1 µM].
For CN(C)S(=O)(=O)c1cccc(NC(=S)Nc2cc(Cl)cc(Cl)c2)c1 the results were ALOX12 inh inconclusive, USP1-UAF1 inh -11%, Vif-APOBEC3G blk -2%, TrxR1 substrate -8%, Vif-APOBEC3F blk -5%, IDH1 R132H inh 4%, RXFP1 agonist -0.5%, RGS4 inh -25% and rTrxR1 inhibitor 20µM*.
COc1cccc(-n2nc(-c3ccnn3-c3cccc(Cl)c3)c(=O)n(C)c2=O)c1 was read as ALOX12 inh 3%, USP1-UAF1 inh -23%, Vif-APOBEC3G blk 0%, TrxR1 substrate 12%, Vif-APOBEC3F blk 9%, IDH1 R132H inh -3%, RXFP1 agonist 0.4%, RGS4 inh -4% and rTrxR1 inhibitor 15%.
Screening CCOc1cccc(C(=O)N2CCCCC2c2cccnc2)c1 (stereo not given) returned ALOX12 inh inconclusive, USP1-UAF1 inh -4%, Vif-APOBEC3G blk 0%, TrxR1 substrate -6%, Vif-APOBEC3F blk -2%, IDH1 R132H inh 2%, RXFP1 agonist 0.3%, RGS4 inh -12%[56.9 µM] and rTrxR1 inhibitor -2%.
For CCOc1ccc(-c2nnc(SCC(=O)Nc3cccc(OC)c3)nc2-c2ccc(OCC)cc2)cc1 the results were ALOX12 inh -11%, USP1-UAF1 inh -22%, Vif-APOBEC3G blk 4%, TrxR1 substrate -2%[57.1 µM], Vif-APOBEC3F blk 0%, IDH1 R132H inh -4%, RXFP1 agonist -1.8%, RGS4 inh 14% and rTrxR1 inhibitor 16%[57.1 µM].
`Cc1c(Cl)c(-c2n[nH]c(=S)n2-c2ccccc2)nn1C` gave ALOX12 inh -25%, USP1-UAF1 inh -17%, Vif-APOBEC3G blk 0%, TrxR1 substrate -4%, Vif-APOBEC3F blk inconclusive, IDH1 R132H inh 7%, RXFP1 agonist 22%, RGS4 inh -25% and rTrxR1 inhibitor inconclusive.
Screening COc1ccc(OC)c2c1sc(=NC(=O)C(C)C)n2C returned ALOX12 inh 10%, USP1-UAF1 inh -15%, Vif-APOBEC3G blk 4%, TrxR1 substrate 4%[57.1 µM], Vif-APOBEC3F blk 0%, IDH1 R132H inh -5%, RXFP1 agonist 1.7%, RGS4 inh 5% and rTrxR1 inhibitor 11%[57.1 µM].

An excerpt; the hit share may differ from the screen's.
